Screening data (PubChem BioAssay)
Cav3 T inh = Cav3.2 calcium influx blockers – cell-based, Fluo-4 calcium fluorescence, FDSS, MLSMR library, primary screen | Voltage-dependent T-type calcium channel subunit alpha-1H (Homo sapiens), O95180 | Cav3.2-expressing cells; stronger effect = lower value | B-score at 10 µM | 100,000 tested, 4% active | AID 449739, 2010;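 active means single-dose well whose peak fluorescence ratio is a statistical outlier from its plate by either plate-standardised score or position-corrected B-score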
Target sequence (O95180 whole entry, looked up): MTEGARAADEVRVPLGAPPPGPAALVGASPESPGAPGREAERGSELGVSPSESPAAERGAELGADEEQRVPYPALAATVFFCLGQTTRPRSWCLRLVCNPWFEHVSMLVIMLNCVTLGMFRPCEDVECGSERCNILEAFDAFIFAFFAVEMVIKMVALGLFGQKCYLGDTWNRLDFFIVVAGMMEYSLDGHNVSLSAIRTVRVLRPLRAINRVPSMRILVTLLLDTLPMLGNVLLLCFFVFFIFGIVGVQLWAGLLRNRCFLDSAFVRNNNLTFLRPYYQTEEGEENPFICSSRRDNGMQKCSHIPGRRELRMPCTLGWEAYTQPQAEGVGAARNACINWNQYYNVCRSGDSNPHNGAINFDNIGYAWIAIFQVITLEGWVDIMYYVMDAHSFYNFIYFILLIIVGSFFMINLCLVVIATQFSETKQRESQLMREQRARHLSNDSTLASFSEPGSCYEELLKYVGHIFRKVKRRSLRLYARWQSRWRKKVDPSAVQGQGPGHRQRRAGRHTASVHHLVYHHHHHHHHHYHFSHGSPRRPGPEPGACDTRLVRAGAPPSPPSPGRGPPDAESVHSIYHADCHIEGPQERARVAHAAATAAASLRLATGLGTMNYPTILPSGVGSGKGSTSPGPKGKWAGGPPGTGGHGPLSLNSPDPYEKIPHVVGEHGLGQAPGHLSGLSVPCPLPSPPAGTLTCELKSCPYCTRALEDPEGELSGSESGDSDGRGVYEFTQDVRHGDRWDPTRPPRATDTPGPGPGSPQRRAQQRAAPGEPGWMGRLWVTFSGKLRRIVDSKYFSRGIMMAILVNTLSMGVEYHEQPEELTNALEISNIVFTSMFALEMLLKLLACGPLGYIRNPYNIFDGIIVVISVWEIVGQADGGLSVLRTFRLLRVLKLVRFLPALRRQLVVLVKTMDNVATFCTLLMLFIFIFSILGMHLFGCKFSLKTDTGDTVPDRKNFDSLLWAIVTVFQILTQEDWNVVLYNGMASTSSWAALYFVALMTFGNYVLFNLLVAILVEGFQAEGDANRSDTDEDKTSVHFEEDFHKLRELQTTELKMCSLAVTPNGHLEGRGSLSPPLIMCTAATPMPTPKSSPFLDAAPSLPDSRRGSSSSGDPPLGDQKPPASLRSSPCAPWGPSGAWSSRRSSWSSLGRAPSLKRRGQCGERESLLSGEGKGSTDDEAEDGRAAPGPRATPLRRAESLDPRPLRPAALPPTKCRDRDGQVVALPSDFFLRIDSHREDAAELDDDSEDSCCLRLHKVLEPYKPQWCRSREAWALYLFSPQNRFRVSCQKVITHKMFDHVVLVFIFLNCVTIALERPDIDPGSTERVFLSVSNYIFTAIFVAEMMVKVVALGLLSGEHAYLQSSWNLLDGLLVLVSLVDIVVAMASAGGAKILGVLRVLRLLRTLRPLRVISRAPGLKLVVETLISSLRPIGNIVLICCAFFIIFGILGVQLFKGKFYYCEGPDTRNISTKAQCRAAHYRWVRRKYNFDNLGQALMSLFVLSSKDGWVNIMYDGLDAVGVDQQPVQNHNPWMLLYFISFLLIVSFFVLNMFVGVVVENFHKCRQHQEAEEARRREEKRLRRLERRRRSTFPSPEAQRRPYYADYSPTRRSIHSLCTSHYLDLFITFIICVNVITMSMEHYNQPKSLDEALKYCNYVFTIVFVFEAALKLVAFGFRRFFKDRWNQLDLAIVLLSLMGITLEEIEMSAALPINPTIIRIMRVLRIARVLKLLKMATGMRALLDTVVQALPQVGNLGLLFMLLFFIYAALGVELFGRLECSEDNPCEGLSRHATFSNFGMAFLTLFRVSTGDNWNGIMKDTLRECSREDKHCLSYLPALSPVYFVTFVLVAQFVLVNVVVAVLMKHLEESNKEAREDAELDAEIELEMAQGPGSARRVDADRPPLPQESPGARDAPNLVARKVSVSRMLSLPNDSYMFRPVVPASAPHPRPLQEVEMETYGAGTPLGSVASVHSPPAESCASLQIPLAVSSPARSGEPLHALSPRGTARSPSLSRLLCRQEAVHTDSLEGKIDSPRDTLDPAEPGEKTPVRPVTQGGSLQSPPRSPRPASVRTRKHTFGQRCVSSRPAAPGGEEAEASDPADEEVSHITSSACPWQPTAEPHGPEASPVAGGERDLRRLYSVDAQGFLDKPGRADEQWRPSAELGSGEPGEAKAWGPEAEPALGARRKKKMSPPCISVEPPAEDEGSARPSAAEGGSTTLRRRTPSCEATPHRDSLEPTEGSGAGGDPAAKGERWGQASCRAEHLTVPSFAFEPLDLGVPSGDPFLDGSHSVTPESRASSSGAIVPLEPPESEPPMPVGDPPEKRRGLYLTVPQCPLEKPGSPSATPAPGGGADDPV
* hit, by the source's call.

Cav3 T inh	mol
2.1	O=C(C1CCCN(S(=O)(=O)c2cccc3cccnc23)C1)N1CCN(c2ccc(F)cc2)CC1 (stereo unspecified)
0.16	CCCc1nnc(SCc2ccc(OC)cc2)n1N
0.41	O=C(Nc1ccc(C(=O)N2CCOCC2)cc1)c1cccs1
0.012	c1ccc2c(c1)oc1c(NCCCN3CCOCC3)ncnc12
0.44	COC(=O)Cn1cnc(=O)c(C#N)c1/C=C/N(C)C
0.16	COCCNC(=O)CN(C(=O)CCC(=O)Nc1cc(C)on1)c1ccc(C)cc1C
0.085	Cc1[nH]c2ccccc2c1C(=O)COC(=O)C(C)C
-0.26	O=C(O)CCc1ccc(-c2ccccc2)n1-c1cccc(O)c1
0.63	COc1ccnc(Oc2ccc(C)cc2)c1C#N
-0.00096	COc1cc(C(=O)Nc2ccc(-c3nc4cc(C)ccc4o3)c(O)c2)cc(OC)c1OC

Reformatted as tab-separated lines: 3 of the compounds above
molecule	Cav3 T inh
Cc1[nH]c2ccccc2c1C(=O)COC(=O)C(C)C	0.085
O=C(C1CCCN(S(=O)(=O)c2cccc3cccnc23)C1)N1CCN(c2ccc(F)cc2)CC1 (stereo unspecified)	2.1
COCCNC(=O)CN(C(=O)CCC(=O)Nc1cc(C)on1)c1ccc(C)cc1C	0.16

Next records.
Cav3 T inh	mol
0.53	COC(=O)CNC(=O)C1CCN(C(=O)OCc2ccccc2)CC1
1	O=C(NCCc1ccccc1)C1CCN(C(=O)NCc2ccccc2)CC1
0.0017	COc1ccc(NC(=O)Cn2nc(C(F)(F)F)c3c2CCCC3)cc1OC
-0.79	CC(C)CC(=O)NS(=O)(=O)c1ccc(N)cc1
-0.23	CSc1ccccc1-c1nnc(-c2ccc(C)cc2)o1
-0.94	CCOCCOC(=O)C1=C(C)NC2=C(C(=O)CC(c3cccs3)C2)C1c1ccsc1 (stereo unspecified)
0.032	COc1ccc(Cn2c(C)c(C)c(C#N)c2NC(=O)Nc2cccc(Cl)c2)cc1
0.6	COc1ccc(C(=O)n2nc(C)cc2C)cc1OC
0.98	Cc1nc2c(s1)sc1ccccc12
0.0079	CCOC(=O)N1CCN(C(=O)c2ccc3c(=O)n(CCC4=CCCCC4)c(=S)[nH]c3c2)CC1
0.86	CC(=O)OCCNC(=O)c1cc2ccccc2oc1=O
-1.2	C[C@@H](C(=O)NCC1CC1)[C@H]1C[C@]1(C)[C@H](NC(=O)OCc1ccccc1)c1ccccc1
0.1	CC(=O)C1=C(C)Nc2ncnn2C1c1ccc(Cl)cc1 (stereo unspecified)
-1.1	CCOC(=O)CNC(=O)Cn1c(C)cc2ccccc2c1=O
-0.38	CN(C(=O)c1ccno1)c1nnc(-c2ccccn2)s1
0.86	CCOc1cccc2cc(C(=O)N3CCc4ccccc43)c(=O)oc12
0.61	COCCCN1C(=O)C(=O)/C(=C(/O)c2ccc(OCC(C)C)cc2)C1c1cccnc1 (stereo unspecified)
0.59	COc1ccc(NC(=O)N2CCCC2)cc1OC
-0.99	Cc1onc(-c2ccccc2)c1C(=O)Nc1cccc(OC(C)C)c1
0.29	Cc1nc(N2CCN(C(=O)c3ccco3)CC2)c2c3c(sc2n1)CCC3
0.5	O=C(c1cncc(Br)c1)N1CCN(c2ccc(N3CCOCC3)nn2)CC1
0.24	CCc1c(C)sc(NC(=O)c2cc(-c3ccc(O)cc3)on2)c1C#N
-0.45	Cc1cc(NC(=O)CSc2nc3ccccc3s2)no1
0.78	CC1CCCN(Cc2c(O)ccc3c(=O)c(-c4nc5ccccc5s4)c(N)oc23)C1 (stereo unspecified)
0.63	c1ccc(-c2cnnc(N3CCOCC3)n2)cc1
-0.26	COC(=O)CC/C(O)=C1\C(=O)CC(C)(C)CC1=Nc1ccccc1OC
-0.62	Cc1nnc(SC(=O)N2c3ccccc3Sc3ccccc32)s1
0.071	COCCCNc1nc2c(c(=O)[nH]c(=O)n2C)n1CC(O)COc1ccccc1 (stereo unspecified)
-0.22	Cc1cc(NC(=O)CSc2nnc(-c3ccc4c(c3)OCCO4)o2)no1
-0.88	CCCCNC(=O)Nc1nnc(-c2ccc(OCC)cc2)o1
2.6	Cc1cc(C)n(-c2cc(N3CCN(C(=O)c4cccc(F)c4)CC3)ccc2[N+](=O)[O-])n1
0.27	COc1ccc(NC2CS(=O)(=O)CC2OC(=O)c2ccc(F)cc2)cc1 (stereo unspecified)
-0.57	O=C(CN1C(=O)c2cccc3cccc1c23)NCc1ccc2c(c1)OCO2
-0.17	NS(=O)(=O)c1ccc(CCNC(=O)c2ccccc2F)cc1
-0.0056	COc1ccc(N)cc1C#N
0.099	COCC(=O)Nc1ccc(S(=O)(=O)Nc2ncccn2)cc1
-2.5	CC(C)C12CN3CC(C(C)C)(CN(C1)C3c1ccccc1O)C2=O (stereo unspecified)
0.66	CCOC(=O)C1=NOC(CNC(=O)C2=NOC(CNC(=O)c3c(-c4ccccc4Cl)noc3C)C2)C1 (stereo unspecified)
-0.073	O=c1c2c([nH]c3ccc(Br)cc13)CCCC2
-4.2*	COc1ccccc1N1CCN(CC(=O)c2c(C)[nH]c3cc(C)ccc23)CC1
0.91	O=C(c1ccccc1F)N(Cc1ccc(F)cc1)C1CCS(=O)(=O)C1 (stereo unspecified)
-0.011	O=C(NCc1ccc2c(c1)OCO2)C1CCC(CNc2c(N3CCCCC3)c(=O)c2=O)CC1 (stereo unspecified)
-1.8	COc1ccc(C(=O)NN)cc1COc1ccc(Br)cc1
-0.68	C#Cc1ccc([C@@H]2C=C(C(=O)NCc3ccccc3)O[C@H](OCC)[C@H]2CCCO)cc1
0.23	Cc1cc(C)c(S(=O)(=O)Nc2cccnc2)c(C)c1
0.3	CCOC(=O)C1CCN(C(=O)C(C)Sc2ccc(Cl)cc2)CC1 (stereo unspecified)
0.52	CC(=O)Nc1ccc(C(=O)n2nc(C)cc2C)cc1
0.48	O=C(CSc1nnnn1-c1ccccc1Cl)Nc1ccc2c(c1)OCCO2
0.17	CC(C)CNC(=S)NC1CC2CCCC(C1)N2Cc1ccco1 (stereo unspecified)
0.96	CCOC(=O)C1CCN(C(=O)CN(c2ccc(OC)c(OC)c2)S(=O)(=O)c2ccccc2)CC1

Gathered by group: those above with fluorine (6)
Cav3 T inh	mol
2.1	O=C(C1CCCN(S(=O)(=O)c2cccc3cccnc23)C1)N1CCN(c2ccc(F)cc2)CC1 (stereo unspecified)
0.0017	COc1ccc(NC(=O)Cn2nc(C(F)(F)F)c3c2CCCC3)cc1OC
2.6	Cc1cc(C)n(-c2cc(N3CCN(C(=O)c4cccc(F)c4)CC3)ccc2[N+](=O)[O-])n1
0.27	COc1ccc(NC2CS(=O)(=O)CC2OC(=O)c2ccc(F)cc2)cc1 (stereo unspecified)
-0.17	NS(=O)(=O)c1ccc(CCNC(=O)c2ccccc2F)cc1
0.91	O=C(c1ccccc1F)N(Cc1ccc(F)cc1)C1CCS(=O)(=O)C1 (stereo unspecified)

Next part
Cav3 T inh	mol
-0.18	COc1ccc(OC)c(N=C(C)C2=C(O)COC2=O)c1
0.59	c1ccc(C2=Nn3c(nnc3-c3cccnc3)SC2)cc1
-0.97	CN(C)c1ccc(NC(=O)c2cc3c(=O)n4ccccc4nc3n2C)cc1
0.25	CC(=O)N(CCCN1CCOCC1)Cc1ccncc1
-1.4	O=C(N/N=C\c1cc(Br)cs1)C1COc2ccccc2O1 (stereo unspecified)
-0.12	O=C(c1ccc2c(c1)OCO2)N1CCOCC1
-0.91	COc1ccc(C2C(C#N)=C(/N=C/N3CCOCC3)OC3=C2C(=O)CC(C)(C)C3)cc1OC (stereo unspecified)
-0.25	CCCc1cc(=O)[nH]c(SCC(=O)Nc2c(C)cccc2C)n1
1.7	CCn1cc(C2=NOC(C(=O)Nc3cccc(C(C)=O)c3)C2)c(C)n1 (stereo unspecified)
-0.6	CN(C)C(CNC(=O)CN1C(=O)NC2(CCc3ccccc32)C1=O)c1ccco1 (stereo unspecified)
-0.18	Cc1cccc(-c2oc3ccc(-c4ccc5c(c4)OCO5)cc3c2-c2ccc(OC3CCCCO3)cc2)c1 (stereo unspecified)
-3.5	COC(=O)c1[nH]c2cccc(Cl)c2c1NC(=O)CN1CCN(CCO)CC1
-0.39	COc1ccc(C2SCCN2S(=O)(=O)c2ccc(NC(C)=O)cc2)cc1 (stereo unspecified)
0.41	CN(Cc1cnn(C)c1)C(=O)c1cc2ccccc2oc1=O
0.46	CN1CCN(C(=S)NCCc2ccccc2)CC1
-0.00028	COc1ccc(C2C(C(=O)NCCN(C)C)c3ccccc3C(=O)N2C)cc1OC (stereo unspecified)
-0.61	Cc1cccc(CCNC(=O)C2CCCN(S(=O)(=O)c3cnc[nH]3)C2)c1 (stereo unspecified)
1.6	CCCn1c(SCC(=O)Nc2sc(C)c(C)c2C#N)nnc1C(C)C
0.39	NC1=NC2(CCCCC2)N(c2ccc(F)cc2)C(N)=N1
1.2	Cc1cc(F)c(F)c(C(=O)N2CCN(C)CC2)c1Cl
-0.91	Cc1nc(-c2ccc(NC(=O)C3CCCCC3)cc2)cs1
-1.4	CCC(C(=O)O)N1C(=O)c2ccccc2C1=O (stereo unspecified)
0.037	CCOc1ccc(C(c2c(O)nc(SC)n(C)c2=O)c2c(O)nc(SC)n(C)c2=O)cc1
-0.24	Cc1ccc2nsnc2c1S(=O)(=O)NCc1cccnc1
-5.1*	COc1ccc(CCNc2oc(COc3ccccc3F)nc2C#N)cc1OC
-0.7	CCCCCC(=O)Nc1nc(C)c(-c2csc(Nc3cc(Cl)ccc3OC)n2)s1
-1.8	CCN=C1SC(CC(=O)Nc2sc(C)c(C)c2C(=O)OC)C(=O)N1CC (stereo unspecified)
-1.6	O=C(NCc1cc(C(F)(F)F)cc(C(F)(F)F)c1)C1CC(c2ccccc2[N+](=O)[O-])=NO1 (stereo unspecified)
1	Cc1nnc(SCc2cccc(CSc3nnc(C)s3)c2)s1
-0.096	CCOC(=O)Cc1csc(NC(=O)CC(C)(C)C)n1
-0.08	CCOC(=O)N1CCN(c2c(NCCN3CCCCC3CC)c(=O)c2=O)CC1 (stereo unspecified)
-0.7	COc1ccc(NC(=S)Nc2ccccn2)c(OC)c1
-0.27	CCCCOc1ccc(-n2nc(C)cc2C)nn1
0.26	CCOC(=O)Cc1nnc(NC(=O)c2ccccc2OC)s1
0.92	Cc1nc2scc(-c3ccccc3)c2c(=O)o1
0.027	Cc1noc(C)c1C(=O)Nc1ccc2c(c1)CCC2
0.82	COCC(=O)NCCc1nc2ccccc2[nH]1
0.81	COc1ccc(NC(=O)c2cccc(-n3cnnn3)c2)cc1
-6.6*	O=C(Nc1ccc2c(c1)OCO2)N1CCN(c2ncc(C(F)(F)F)cc2Cl)CC1
2	Cc1ccc(N2CC(c3nc4ccccc4n3C)CC2=O)cc1C (stereo unspecified)

Looked up above:
Cc1noc(C)c1C(=O)Nc1ccc2c(c1)CCC2 in Cav3 T inh → 0.027
Cc1ccc(N2CC(c3nc4ccccc4n3C)CC2=O)cc1C (stereo unspecified) in Cav3 T inh → 2

Following part.
Cav3 T inh	mol
0.52	CN1CCN(Cc2c(O)ccc3c(=O)c(Oc4ccccc4Cl)c(C(F)(F)F)oc23)CC1
0.16	CCCCCCCC(=O)N/N=C/c1ccco1
1.1	Cc1ccc(CNC(=O)c2cn(C)c(=O)c3c2c2ccccc2n3C)o1
0.34	C[C@]12CCC(=O)C[C@@H]1CC[C@@H]1[C@@H]2CC[C@]2(C)C=CC[C@@H]12
-3.8	CN(C)c1nc(NCc2ccccc2)nc(N/N=C/c2ccc(Cl)cc2Cl)n1
-0.25	COc1ccc(S(=O)(=O)Nc2ccc3oc(C)c(C(C)=O)c3c2)cc1
0.52	CCN(CC)c1ccc(C(=O)OCC(=O)N2CCN(c3ccccc3)CC2)cc1
-0.21	CCOC(=O)c1cc(NC(=O)c2ccc(Cl)cc2)c(=O)oc1-c1ccccc1
-0.9	Cc1c(NS(=O)(=O)c2ccccc2)cc(Cl)c(O)c1C
-0.13	COc1ccc(S(=O)(=O)N2CCC(C(=O)NCc3ccccn3)CC2)cc1Cl

Pulled by compound from the list above:
Cav3 T inh	mol
-0.12	O=C(c1ccc2c(c1)OCO2)N1CCOCC1
1.2	Cc1cc(F)c(F)c(C(=O)N2CCN(C)CC2)c1Cl
0.1	CC(=O)C1=C(C)Nc2ncnn2C1c1ccc(Cl)cc1 (stereo unspecified)

Next compounds
Cav3 T inh	mol
-2	Cc1ccc(CSCc2nnc(SCC(=O)N3CCN(c4ccccc4)CC3)n2C)cc1
1.2	COc1ccc(S(=O)(=O)Nc2nnc(C)s2)cc1
-1.1	Cn1c(=O)n(CCCOc2ccc(Cl)cc2)c2ccccc21
-0.65	Cc1ccc(CCNC(=O)c2nnn(-c3cc(C)cc(C)c3)c2N)cc1
-1.9	COc1cc(CNC2CCCC2)cc(Cl)c1OCc1ccc(F)cc1
0.65	O=C(CN(C(=O)CCC(=O)Nc1nccs1)c1ccc2c(c1)OCCO2)NCc1ccco1
1	CCOC(=O)COc1cc2c3c(c(=O)oc2cc1C)CCCC3
0.7	Cc1nn(Cc2ccc(Cl)cc2Cl)c(C)c1NC(=O)CCl
-0.77	COc1ccc(S(=O)(=O)Cc2ccc(C(=O)NCCCN(C)c3ccccc3)o2)cc1
0.25	O=C(O)CCC(=O)Nc1ccc(C(=O)OC2CCCCC2)cc1
0.44	CCOCCCNS(=O)(=O)Cc1ccccc1
-2.6	Cc1cc(C(C)(C)C)oc1C(=O)N(CC(=O)NC1CCCC1)c1cccc(C(F)(F)F)c1
-1	COc1ccc(S(=O)(=O)Nc2ccc(Oc3ncccn3)c(Cl)c2)cc1
-0.3	Cc1cccc(C)c1NC(=O)CSc1nc(-c2ccco2)cc(C(F)(F)F)n1
0.14	CCCCN=C(N)/C(C(=O)OCC)=C(\O)c1ccc(OC)cc1
-4.1*	Cc1cccc(/C=N\NC(=O)c2sccc2-n2cccc2)c1
-0.35	COC(=O)C1=C(C)OC(N)=C(C#N)C1c1cccnc1 (stereo unspecified)
-0.062	C=CCOC(=O)Nc1c(C(=O)OC)[nH]c2ccccc12
1.2	O=C(Nc1ccc(F)cc1F)c1ccc(COc2c(F)c(F)cc(F)c2F)o1
0.42	O=C(NCc1cccnc1)c1ccc(CN2CCc3ccccc3C2)cc1
-1.8	COc1ccc(C(=O)Nc2ccc(S(=O)(=O)N3CCCCC3C)cc2)c(OC)c1OC (stereo unspecified)

Some of the compounds tested. The share of hits here may be higher or lower than overall.
